Pf Dd2 inh: qHTS Primary assay for Inhibitors of Plasmodium falciparum Dd2 growth in vitro | P. falciparum Dd2 growth, SYBR Green, 72 h | Potency, µM (top dose mostly 28.9 µM), for the others: at the top dose activity, negative = inhibition, usual class: inhibitors | hit rate 4.3% among 120,000 | AID 1347417, 2020; active = well fitted inhibition curve with a large enough effect; inconclusive = small, poorly fitted or top-dose-only effect; inactive = no such curve, though single readings can be large or run the other way;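 note: plate controls were DMSO vehicle for no effect and reference drug for full effect; nearly all actives have a fitted effect of over 65% in size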
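Infected erythrocytes (Dd2, 0.3% parasitemia, 2.5% hematocrit final) are added to compound in RPMI-1640/Albumax II medium, grown 72 h at 37C in low oxygen, then lysed with saponin/Triton-X containing SYBR Green and read by fluorescence.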
* = called active by the depositor; i = inactive; u = inconclusive; [ ] = remark or other dose. Potency is the fitted concentration of half-maximal effect. Only part of the results is shown; count on the stated rates, not on these rows.

SMILES | Pf Dd2 inh
O=C(NCc1ccncc1)C1CCC(=O)N(C2CCCCCC2)C1 (stereo not given) | 1.4%
Cc1ccc(CNC(=O)C(C)C2CCOCC2)cc1 (stereo not given) | 19.1%
CCOc1ccccc1NC(=O)c1nn(-c2ccc(C)cc2)c(=O)n(C)c1=O | 27.7%
Cc1cc(OC2CN(C(=O)c3ccccn3)C2)ccc1F | i
CS(=O)(=O)c1ccc(CN2CCC3(CCNCC3)C2)cc1 | -15.8%
Cn1nnnc1SCCCNCc1ccccc1OCc1ccc(F)cc1 | u
Cc1noc(-c2cccs2)c1C(=O)NC(C)CCc1ccccc1 (stereo not given) | u
CN1C(=O)CS(=O)C12CCN(C(=O)C1(c3ccccc3)CC1)CC2 (stereo not given) | 12.7%
O=C(N[C@H]1[C@@H]2CCO[C@@H]2[C@@H]1C1CCCC1)c1ncc(F)cc1F | 7.0%
COc1ccc(NC(=O)c2nc(S(=O)(=O)Cc3ccc(C)cc3)ncc2Cl)cc1 | 5.7%
CCc1ccc(NC(=O)CSc2nc3n[nH]c(C)c3c(=N)n2-c2ccccc2C)cc1 | u
CC1(C(=O)O)CCN(C(=O)C2CCCC2)CC1 | 37.8%[activator][44.1 µM]
Cc1noc([C@@H]2CN(C(=O)Cc3ccsc3)C[C@H]2C(N)=O)n1 | -14.4%
COc1ccc(C(=O)NCCn2c(C)cnc2-c2ccccc2)cn1 | -18.4%
Cn1c(CNC(=O)C[C@H]2NC(=O)c3ccccc3NC2=O)nc2ccccc21 | -9.2%
Cc1ccc(CN2CCCn3nc(C(=O)NCCc4ccc(Cl)cc4)cc3C2=O)cc1 | 13.3%
Cc1ccc(OC(=O)c2cc(-c3ccc(Cl)cc3)on2)c(C)c1 | 18.9%
C=C(C)CSc1nc2sc3c(c2c(=O)n1-c1ccccc1)CCC(C)C3 (stereo not given) | 48.6%[activator]
COCCN1CCCCCC(O)c2cc(C(=O)NCC3CC3)ccc21 (stereo not given) | i
Cc1ccc(N2CCN(C(=O)Cn3ncc4c([nH]c5ccc(C)cc54)c3=O)CC2)c(C)c1 | i

Going on with the list.
SMILES | Pf Dd2 inh
COC(=O)c1c(NC(=O)c2ccc(S(=O)(=O)N(C)C3CCCCC3)cc2)sc2c1CCN(C)C2 | 8.91µM*
Cc1ccc(S(=O)(=O)Nc2nc3c(s2)C[C@]2(C)CC[C@@H]4[C@H](OC(=O)[C@H]4C)[C@H]2[C@@H]3C)cc1 | 23.4%
Cc1ccccc1Nc1sc(C(=O)c2ccc(F)cc2)c(N)c1C(=O)NCCc1ccccc1 | u
COc1ccc(Cl)cc1C(=O)N1CCCN(c2cc(-c3ccc(Br)cc3)[nH]n2)CC1 | -21.4%
CN1C(=O)CCC2(CNC(=O)c3cccnc3)CCC=C12 (stereo not given) | -8.0%
Fc1ccc(C2Cn3nnc(-c4nc(-c5ccc6c(c5)OCO6)no4)c3CO2)cc1 (stereo not given) | 14.0%
CC(=O)Nc1cccc(OCc2nnc(C(=O)N3CCC[C@@H]3c3ccc(Br)cc3)n2Cc2ccccc2)c1 | -22.3%
O=C(c1cnccn1)N1CCC2(CC1)CC(OCC1CC1)CCO2 (stereo not given) | 54.6%[activator]
CC(=O)N1C[C@@H](C(=O)N2CCN(c3ccccn3)CC2)[C@H](c2nc(C)no2)C1 | 2.6%
Cc1ccccc1C(=O)NC1CCN(c2cc(-c3ccccc3)[nH]n2)CC1 | i
COc1cccc(CN2CC3(C2)NC(=O)c2ccccc2O3)c1 | -4.1%[44.1 µM]
CC(C)CN1C(=O)c2cccn2CC1C(=O)NCCCc1ccccc1 (stereo not given) | 13.1%
Cc1ccccc1Cn1cc(-c2ccncc2)cc1C(=O)NC1CC1 | u
O=C(Cn1c(=O)n(-c2ccccc2)c(=O)c2ccc(C(=O)NCc3ccc4c(c3)OCO4)cc21)Nc1ccc(Br)cc1F | 8.91µM*
CC(=O)Nc1ccc(Nc2nnc(-c3ccc(C)c(S(N)(=O)=O)c3)c3ccccc23)cc1 | u
Cc1cc(C)c2c(c1)NC(=O)C2(O)c1c[nH]c2ccccc12 (stereo not given) | 4.0%
COc1ccc(CC(=O)N[C@H]2[C@H](O)[C@H](O)C[C@@H]2c2ccc(OC)cc2)cc1 | -20.1%[44.1 µM]
COCCNc1ncc(-c2ccncc2)c2c1OCC2 | 28.2%[44.1 µM]
CN1C[C@@H](NC(=O)Nc2ccc(C(F)(F)F)cc2)C[C@H]1c1nc(-c2ccc(Cl)cc2)no1 | u
CCS(=O)(=O)NC1CCc2nnc(C3CC3)n2CC1 (stereo not given) | i

Continued:
SMILES | Pf Dd2 inh
O=C(C[C@@H]1CCNC[C@@H]1Cc1cc(COc2ccccc2)on1)N1CCN(c2ccc(F)cc2)CC1 | u
Cc1nc(-c2c3n(c(=O)n(CC(=O)Nc4ccc(Cl)cc4)c2=O)CCCC3)no1 | i
Cc1ccc(-n2c(=O)c3c(c4cc(C)ccc4n3C)n(CC(=O)NCc3ccccc3Cl)c2=O)cc1 | 11.1%
COc1cc(C(c2c(O)c3ccccc3oc2=O)c2c(C)n(C)n(-c3ccccc3)c2=O)ccc1O (stereo not given) | 30.1%[activator][5.79 µM]
O=C(Nc1nccs1)[C@@H]1C[C@@H](c2ccc(F)cc2)N(CCOc2ccccc2)C1 | u
CCNC(=O)c1ccc2c(c1)N(C(=O)c1ccc(F)cc1)CC2 | i
O=C(COc1ccc(F)cc1)Nc1cccc(OCc2cc(=O)n3ccccc3n2)c1 | -4.1%
Cc1c(C)n(Cc2ccc(F)cc2)c2ccc(C(=O)NCc3ccco3)cc12 | 3.55µM*
Cc1ccccc1Cn1c(=O)n(-c2ccc(Cl)cc2)c(=O)c2c3c(sc21)CCCC3 | 57.3%[activator]
CSc1ccc(CCNC(=O)c2ccc3c(c2)nc2n3CCOC2)cc1 | 3.9%
Cc1nc2ccc(S(=O)(=O)N(CC(=O)Nc3cccc(F)c3)Cc3ccccc3)cc2s1 | 6.6%
CCOC(=O)c1[nH]c2ccccc2c1NC(=O)c1ccc(OC(C)C)cc1 | u
Cc1cc(C)c(CNC(=O)c2cc(-c3cnn(C)c3)cc3c2OCCN3C(C)C)c(=O)[nH]1 | u
CN1CC(=O)N(C2CCCNCC2)Cc2c1ncnc2N1CCC(N2CCCCC2)CC1 (stereo not given) | u
COc1ccccc1-c1cn2c(n1)CO[C@@H](CNC(=O)COc1ccccc1)C2 | u
O=C(O)CCn1ncc2cc(OC3CCN(C(=O)OC4CCCC4)CC3)ccc21 | u
Cc1ccc(NC(=O)C2CCCN(c3nnc(C)c4c(C)n(-c5ccccc5)nc34)C2)c(Cl)c1 (stereo not given) | u
CCOc1ccc(NC(=O)c2cnn(-c3ccc(C)c(Cl)c3)c2C2CCNCC2)cc1 | u
COc1cccc(C2CC(=O)Nc3c2c(=O)[nH]c2ncnn32)c1OC (stereo not given) | 27.5%
O=[N+]([O-])c1cc(-c2nc(-c3ccccc3)no2)ccc1NC1CCCCC1 | 9.6%

Two entries picked at random from those above:
SMILES | Pf Dd2 inh
Cc1ccccc1Cn1c(=O)n(-c2ccc(Cl)cc2)c(=O)c2c3c(sc21)CCCC3 | 57.3%[activator]
CCOc1ccc(NC(=O)c2cnn(-c3ccc(C)c(Cl)c3)c2C2CCNCC2)cc1 | u

Going on with the list.
structure | Pf Dd2 inh
N#Cc1cccc(NC(=O)Cn2nc(Cc3ccncc3)c3ccccc3c2=O)c1 | u
COc1ccc(Nc2cnc3ccc(-c4ccc(OC)c(OC)c4)nn23)cc1 | 1.12µM*
CC(C)NC(=O)C1CCc2nnc(-c3ccc(Cl)nc3)n21 (stereo not given) | 14.1%
NC1CCC(n2cc(C(=O)N3CCNCC(O)C3)nn2)CC1 (stereo not given) | -14.4%
CCN(CC)CCNC(=O)c1sc2ncccc2c1-n1cccc1 | u
Cc1noc(-c2ccc(OC3CN(C(=O)NCC(C)C)C3)cc2)n1 | 85.4%[activator][5.79 µM]
Cc1cccc(O[C@H]2COCCN(c3nc4ccccc4s3)C2)n1 | -18.7%[44.1 µM]
CCn1ccc2cc(S(=O)(=O)N3CCC(C(=O)NCCc4ccccc4)CC3)ccc21 | -8.9%
CCc1nn(-c2ccccc2)c(Oc2ccccc2F)c1CCC(=O)NCCOC | i
CNC(=O)[C@@H]1CN(C(=O)c2c(C)noc2C)C[C@H]1COC | 12.5%
Cc1noc(C)c1CC(=O)N1CCCC(Cc2nc(C3CCOCC3)no2)C1 (stereo not given) | 50.3%[activator]
COc1ccc(-c2noc([C@@H]3CCCN3C(=O)c3ccncc3)n2)cc1OC | 80.0%[activator]
COC(=O)c1c(NC(=O)/C=C/c2ccc(OC)c(OC)c2)sc2c1CCC2 | 6.3%
CCOc1ccc(NS(=O)(=O)c2ccc(C(=O)N(C)C)s2)cc1 | -19.8%
COCCNC(=O)c1ccc(OC2CCN(CC3CCOC3)CC2)c(Cl)c1 (stereo not given) | -11.4%
CS(=O)(=O)CCNC(=O)C1CCCN(C2CCN(Cc3cccnc3)CC2)C1 (stereo not given) | 18.6%
O=C(COc1ccccc1)N1C[C@@H](CO)[C@H](c2ccccn2)C1 | 0.1%
CC(=O)N1CCN(c2nc3c(s2)CC(C(=O)Nc2cc(F)cc(F)c2)CC3)CC1 (stereo not given) | 4.47µM*
O=S(=O)(c1ccc(F)c(F)c1)N1CCC(C2CCNC2)CC1 (stereo not given) | -10.4%
CCOC(=O)c1c(C)oc2nc(C)nc(Nc3cc(C)ccc3OC)c12 | -8.8%

Next results
structure | Pf Dd2 inh
Cc1nn2c(c1-c1ccccc1Oc1ccccc1)N(Cc1ccc(C(=O)O)cc1)CCC2 | u
CCOC(=O)c1[nH]c(C)c(CCC(=O)N2CCN(c3cccc(C)c3C)CC2)c1C | 0.355µM*
CC(C)(C)c1cc(C[C@H]2CNCC[C@H]2CC(=O)N2CCCCC2)no1 | i
CN(c1ccccc1)c1ccc2nnc(-c3cc(C(=O)N4CC(O)C4)ccn3)n2n1 | u
CCc1cccc(C)c1Nc1c(-c2cccc(O)c2)nc2sccn12 | u
CCC(C)C1=NS(=O)(=O)c2cc(NC(=O)C(C)C)ccc2N1c1ccccc1 (stereo not given) | u
O=C(c1ccc(C(F)(F)F)cc1)N1CCC(c2nn(Cc3ccccc3)c(=O)[nH]2)CC1 | u
CCCn1c(=O)n(-c2ccccc2Cl)c(=O)c2sc3ccccc3c21 | 26.9%
CNC(=O)c1cc[nH]c1C1CCCN(C(=O)C2CC=CCC2)C1 (stereo not given) | 7.3%
COc1cc(NC(=O)[C@H]2CCC[C@H]2NC(=O)c2cnc(C)cn2)cc(OC)c1OC | -14.1%
Cc1noc([C@@H]2CN(C(=O)c3ccc4cc[nH]c4c3)C[C@H]2CO)n1 | i
Cc1cnc(C(=O)NC2C[C@H]3CC[C@@H](C2)N3S(=O)(=O)c2ccccc2)cn1 (stereo not given in full) | -6.3%
Cc1ccc2c(Sc3ccccc3)c(C(=O)NCc3ccccc3F)[nH]c2c1 | 31.7%[activator]
Cn1cc(-c2cc3n(n2)CCC(=O)N3CCCC(=O)NCc2ccc(Cl)cc2)c2ccccc21 | 18.8%
CC1=C[C@@H](CN)[C@H](C(C)C)C[C@H]1Cc1nc2ccc(Cl)cc2[nH]1 | 11.2µM*
COc1ccc(C(=O)CN2CCN(S(=O)(=O)c3ccc(C(C)C)cc3)CC2)cc1 | -0.4%
Cc1cc(C)c2sc(N(Cc3cccnc3)C(=O)CCS(=O)(=O)c3ccccc3)nc2c1 | u
O=C(Nc1ccc(C(F)(F)F)cc1)C1CCCN(S(=O)(=O)c2cccc3cccnc23)C1 (stereo not given) | 11.2µM*
CN(Cc1ccccc1)Cc1cn(C[C@H]2O[C@@H](CC(=O)N(C)Cc3ccccc3)[C@H](O)[C@@H]2O)nn1 | -5.2%
Cc1cc(Cl)ccc1NC(=O)CCn1nc(C)c2c(C)n(-c3ccccc3)nc2c1=O | -17.8%

Rewritten with each value named: part of the list above
> CC(C)(C)c1cc(C[C@H]2CNCC[C@H]2CC(=O)N2CCCCC2)no1
- Pf Dd2 inh: i

> Cc1cc(C)c2sc(N(Cc3cccnc3)C(=O)CCS(=O)(=O)c3ccccc3)nc2c1
- Pf Dd2 inh: u

> CN(Cc1ccccc1)Cc1cn(C[C@H]2O[C@@H](CC(=O)N(C)Cc3ccccc3)[C@H](O)[C@@H]2O)nn1
- Pf Dd2 inh: -5.2%

> CCCn1c(=O)n(-c2ccccc2Cl)c(=O)c2sc3ccccc3c21
- Pf Dd2 inh: 26.9%

More results:
structure | Pf Dd2 inh
COc1cccc(C(=O)Nc2nc(-c3ccc(Br)cc3)ns2)c1 | 11.0%
CCC(=O)N1CCc2cc(Br)cc(S(=O)(=O)CCC(=O)Nc3ccc(Cl)cc3)c21 | 5.01µM*
CC1=C[C@@H](CN2CCN(c3ccccn3)CC2)[C@H](C(C)C)C[C@H]1Cc1nnc(C)o1 | u
O=C(CCCc1ccccc1)N1CCC2(CC1)CN(c1ccncn1)CC2CO (stereo not given) | u
COCC1CN(Cc2c(C)n[nH]c2C)CC12CCNCC2 (stereo not given) | i
Cc1ccc(S(=O)(=O)c2cnc(SC(C)C(=O)Nc3ccccc3)[nH]c2=O)cc1 (stereo not given) | 14.0%
COC(=O)[C@@H]1Cc2ncn(C)c2CN1S(=O)(=O)c1cccs1 | i
O=C1CCN(C(=O)c2ccsc2)CCCCCCN1 | 4.3%
CN(C)C(=O)C1CN(C(=O)NC2CCCCC2)CC12CCOCC2 (stereo not given) | u
N#CC1CCN(C(=O)c2nc(-c3cc(Cl)cc(Cl)c3)c3ccccn23)CC1 | u
O=C(O)c1cccc(C2CCCN(C(=O)c3ccccc3-n3cccn3)C2)c1 (stereo not given) | u
Cc1ccc(CNc2ncnc3c2nnn3C)cc1 | i
O=C(c1ccccc1-c1ncc[nH]1)N1CC[C@@H](c2ccc3c(c2)OCO3)[C@H](O)C1 | u

Screening data deposited in PubChem BioAssay by National Center for Advancing Translational Sciences (NCATS).
